Source: PubChem (NCI)
Growth percent in the NCI-60 one-dose screen (48 h, 10 µM unless noted): 100 = growth as untreated, 0 = no growth, -100 = all killed.
UO-31 – UO-31 renal cancer; 81,000 tested, 5.2% active
A498 – A498 renal cancer cells. AID 1794774. 76,000 tested, 5.4% active
SN12C – SN12C renal cancer cells. 81,000 tested, 3.8% active. AID 1794767
TK-10 – TK-10 renal cancer cells; 81,000 tested, 3.9% active
CAKI-1 – CAKI-1 renal cancer | AID 1794772 | 75,000 tested, 4.7% active
786-0 – 786-0 renal cancer cells; 81,000 tested, 5.1% active
ACHN – ACHN renal cancer. 81,000 tested, 4.9% active. AID 1794771
RXF 393 – RXF 393 renal cancer cells; 77,000 tested, 6.9% active
* marks the source's active call; other numbers are inactive results; . = no result given; & = joins results of further samples; [ ] = dose if it differs, or a comment. The calls were made as follows: active = growth percent below 10; inactive = the rest.

SMILES	UO-31	A498	SN12C	TK-10	CAKI-1	786-0	ACHN	RXF 393
CCOC(=O)/C(F)=C/C1CC1CC(C)(C)C (configuration not stated)	85	113	94	102	92	99	114	109
O=C(CNC(=O)c1ccccc1)c1ccccc1	98	112	105	103	106	90	122	114
COC(=O)C1Cc2ccccc2CN1C(=O)c1ccc2c(c1)Cc1ccccc1-2 (configuration not stated)	14[50 µM]	27[50 µM]	38[50 µM]	52[50 µM]	29[50 µM]	54[50 µM]	43[50 µM]	51[50 µM]
O=C1C=CC(O)=CC1=P(c1ccccc1)(c1ccccc1)c1ccccc1	72	59	89	96	86	88	99	.
Oc1ccccc1CNC1CCCCC1	69	.	87	108	90	107	97	106
COc1ccc(CCC2CC2Cc2ccc(OCc3ccccc3)cc2)cc1 (configuration not stated)	95	100	101	100	100	93	106	115
CCOP(=O)(OCC)OC[C@]12CCC(C)(C)C[C@H]1C1=CC[C@@H]3[C@@]4(C)C/C(=C\c5cccnc5)[C@H](OP(=O)(OCC)OCC)C(C)(C)[C@@H]4CC[C@@]3(C)[C@]1(C)CC2	30	.	29	37	31	36	28	58
CCN(CC)CCOc1nc2ccccc2c2c1-c1ccc(OC)cc1C2=O	-53*	40	18	-1.3*	-29*	0.4*	-6.8*	3.4*
N#Cc1c(-c2cccs2)cc(-c2cnccn2)nc1SCC(=O)N/N=C/c1ccccc1	76	88	46	-15*	48	18	57	-16*
CCOC(=O)C1=C(C)NC(=O)NC1c1ccc(OC)cc1 (configuration not stated)	87	100	97	105	85	105	97	110
CC(C)[C@@H](C)/C=C/[C@@H](C)[C@H]1CCC2=C3[C@H](O)[C@@H]4O[C@@]45C[C@@H](O)CC[C@]5(C)[C@H]3CC[C@@]21C	90	.	100	100	94	107	106	.
CNC(=O)c1cc(N2CCc3c2ccc(NC(=O)Nc2ccc(N4CCOCC4)c(C(F)(F)F)c2)c3F)ccn1	101	119	93	129	101	68	103	.
O=C(Cc1nc2ccc(Cl)cc2[nH]c1=O)c1ccccc1	.	138	76	123	70	75	45	50
O=C1N/C(=N\c2nnc(-c3ccc(O)cc3)s2)S/C1=C\c1ccccc1O	72	107	93	98	.	97	98	113
Nc1ccc(S(=O)(=O)NCC2CCCCO2)cc1 (configuration not stated)	76	107	91	102	78	113	100	110
CCOC(/C=C/c1ccccc1)OCC	87	97	96	109	92	100	102	123
COc1ccc(/C(N)=N/OC(=O)CSc2nc3ccccc3s2)cc1	89	.	95	103	91	100	94	119
NC(N)=NCCC[C@@H]1NC(=O)[C@H](Cc2ccc(O)cc2)NC(=O)CNC(=O)[C@H](CO)NC(=O)[C@H](Cc2ccccc2)NC1=O	75	100	90	102	84	96	85	124
Clc1ccc2c(Nc3ccc4oc(NCCN5CCCC5)nc4c3)ccnc2c1	66	91	84	103	94	.	98	82
CCOC(=O)C(C(=O)OCC)C(C(=O)O)C(C(=O)OCC)C(=O)OCC	98	94	100	109	91	97	100	107
O=C(CCn1c[n+](CC(=O)c2ccc(Br)cc2)c2ccccc21)Nc1cccc2cccnc12	87	86	106	119	96	105	95	104
O=c1c2ccccc2n(CC(O)CN2CCCC2)c2c(Br)cccc12 (configuration not stated)	89	72	109	106	.	99	108	99
N#Cc1c(O)c2c(c(O)c1C#N)C(=O)c1ccccc1C2=O	68	82	0.4*	88	86	91	56	92
COc1ccc(-c2c(N)n[nH]c2-c2ccccc2O)cc1	80	122	78	112	116	104	105	113
Cc1nn(CCO)c(C)c1N=[N+]([O-])c1c(C)nn(CCO)c1C	-94*	105	60	-47*	.	-82*	-43*	.

12 structures already listed, sorted by SMILES length, highest first.
SMILES	UO-31	A498	SN12C	TK-10	CAKI-1	786-0	ACHN	RXF 393
CCOP(=O)(OCC)OC[C@]12CCC(C)(C)C[C@H]1C1=CC[C@@H]3[C@@]4(C)C/C(=C\c5cccnc5)[C@H](OP(=O)(OCC)OCC)C(C)(C)[C@@H]4CC[C@@]3(C)[C@]1(C)CC2	30	.	29	37	31	36	28	58
CC(C)[C@@H](C)/C=C/[C@@H](C)[C@H]1CCC2=C3[C@H](O)[C@@H]4O[C@@]45C[C@@H](O)CC[C@]5(C)[C@H]3CC[C@@]21C	90	.	100	100	94	107	106	.
N#Cc1c(-c2cccs2)cc(-c2cnccn2)nc1SCC(=O)N/N=C/c1ccccc1	76	88	46	-15*	48	18	57	-16*
O=C1N/C(=N\c2nnc(-c3ccc(O)cc3)s2)S/C1=C\c1ccccc1O	72	107	93	98	.	97	98	113
Clc1ccc2c(Nc3ccc4oc(NCCN5CCCC5)nc4c3)ccnc2c1	66	91	84	103	94	.	98	82
COc1ccc(/C(N)=N/OC(=O)CSc2nc3ccccc3s2)cc1	89	.	95	103	91	100	94	119
N#Cc1c(O)c2c(c(O)c1C#N)C(=O)c1ccccc1C2=O	68	82	0.4*	88	86	91	56	92
COc1ccc(-c2c(N)n[nH]c2-c2ccccc2O)cc1	80	122	78	112	116	104	105	113
CCOC(=O)/C(F)=C/C1CC1CC(C)(C)C (configuration not stated)	85	113	94	102	92	99	114	109
O=C(CNC(=O)c1ccccc1)c1ccccc1	98	112	105	103	106	90	122	114
CCOC(/C=C/c1ccccc1)OCC	87	97	96	109	92	100	102	123
Oc1ccccc1CNC1CCCCC1	69	.	87	108	90	107	97	106

Further records follow.
SMILES	UO-31	A498	SN12C	TK-10	CAKI-1	786-0	ACHN	RXF 393
CCCCSc1nc(N/N=C/c2cc(Cl)ccc2O)c(C#N)c(-c2ccc(OC)cc2)n1	86	118	88	132	105	102	102	98
Cc1nc2cc(Nc3nc(Cl)nc(Nc4ccc(F)cc4)n3)ccc2n1Cc1ccccc1	81	69	78	58	88	33	36	77
CCOC(=O)CCSC1=C(C)C(=O)c2ccccc2C1=O	70	104	105	156	80	105	94	93
Cc1ccn(C)c(=N)c1	92	109	96	92	91	97	95	104
CC(C)=CC/C=C(/C)[C@H]1CC[C@]2(C)[C@@H]1CC[C@@H]1[C@@]3(C)C/C(=C/c4ccncc4)C(=O)C(C)(C)[C@@H]3CC[C@]12C	76	78	98	119	78	102	99	100
CCOC(=O)n1cnc2ncnc(SC)c21	87	98	95	110	.	104	94	.
C[n+]1c(/C=C/c2c(O)ccc3ccccc23)ccc2ccccc21	22	53	32	49	35	49	32	38
Nc1ccc2c(C(F)(F)F)cc(C(F)(F)F)nc2n1	87	105	107	114	87	102	100	.
Cc1[nH]c2ncnc(Nc3ccc(NC(=O)Nc4ccc(Cl)cc4)cc3)c2c1C	75	103	86	125	.	99	106	105
CC(=O)c1cc2c(cc1C)CCCC2(C)C	.	117	103	107	104	109	108	115
O=Cc1ccc(-c2ccc3c4c(cccc24)C(=O)N(N2C(=O)c4cccc5cccc(c45)C2=O)C3=O)cc1	77	97	103	162	86	108	101	109
COc1cc2cc(Oc3ccc(NC(=O)c4cc(C(F)(F)F)cc(C(F)(F)F)c4)cc3)c(C)nc2cc1OCCN1CCOCC1	56	55	83	105	53	25	77	1.7*
COc1cc(/C=N/NC(=S)NNC(=S)NC2CC2)cc(OC)c1OC	79	101	98	115	88	101	99	104
C[n+]1ccccc1	80	104	92	91	89	102	106	109
CC(=O)C1CCC2C3CCC4CC(=O)CCC4(C)C3C=CC12C (configuration not stated)	.	.	94	88	.	95	104	100
COc1cc(/C=C2\CCCC3=C2NC(C)=NC3c2cc(OC)c(OC)c(OC)c2)cc(OC)c1OC (configuration not stated)	51	16	11	45	11	18	12	23
COc1ccccc1Nc1cc(NC(=O)CNc2cc(OC)c(Cl)c(OC)c2Cl)ncn1	81	83	104	117	.	100	109	106
CSc1nc(-c2ccco2)c2c(N)nn(S(=O)(=O)c3ccc(C)cc3)c2n1	74	97	94	108	84	95	84	98
CCCCC(CCCC)(S(=O)(=O)CC)S(=O)(=O)CC	85	89	102	99	94	99	105	99
O=C(Nc1ccc2c(c1)Cc1cc([N+](=O)[O-])ccc1-2)C(F)(F)F	60	69	91	99	71	109	98	101
CC1(C)OC(=O)C2(c3ccccc3-c3ccccc32)C1NC1CCCCC1 (configuration not stated)	102	102	109	104	100	106	108	125
Clc1ccc(SCc2cccc3ccccc23)cc1	58	87	96	115	76	96	93	101
CCOC(=O)C1Cc2ccccc2OC1=O (configuration not stated)	98	97	96	110	90	100	103	104
COc1ccc(/C=C/c2nc3ccccc3nc2/C=C/c2ccc(OC)cc2)cc1	85	84	101	96	86	89	98	80
Cc1cc2n(n1)-c1ccccc1-c1ccccc1C(=O)N2C	89	98	90	85	76	103	106	127
SMILES	UO-31	A498	SN12C	TK-10	CAKI-1	786-0	ACHN	RXF 393
COc1ccc(-n2c(=O)nc(NCc3ccc(C(C)(C)C)cc3)[nH]c2=O)cc1	89	95	104	111	94	111	98	96
CSC(=Nc1ccccc1)Nc1ccccc1	92	96	105	99	99	97	112	115
Fc1ccc(-c2cn3c(-c4c[nH]c5ccc(Br)cc45)csc3n2)cc1	48	91	52	80	38	97	49	80
C=C(CN1CC=CCC1)[C@@H]1CC[C@]2(COC(C)=O)CC[C@]3(C)[C@H](CC[C@@H]4[C@@]5(C)CC[C@H](OC(C)=O)C(C)(C)[C@@H]5CC[C@]43C)[C@@H]12	94	108	100	100	94	97	102	113
COc1cc(C(=O)/C=C/c2c(-c3ccc(F)cc3)nc3sc(C)cn23)cc(OC)c1OC	58	-1.5*	56	52	33	41	46	44
O=C1CC(n2[nH]c(=O)ccc2=O)C2CO[C@@H]1O2 (some centres not stated)	85	79	103	97	86	91	107	112
O=C(O)c1nc(=O)[nH]c(=O)[nH]1	84&88	109&94	101&88	92&119	69&110	94&101	86&112	96&112
O=C(Nc1ccc(Br)cc1)Nc1ccc(F)c(C(=O)c2c[nH]c3ncc(Br)cc23)c1F	55	51	65	85	10	76	32	54
COc1ccc(Cn2c(Br)c3c(c2-c2cc(OC)c(OC)c(OC)c2)CCc2sc(NC(=O)c4ccc(OC)cc4)nc2-3)cc1	47	87	85	110	78	90	98	92
CC(O)C1CC1 (configuration not stated)	100	73	100	97	97	102	101	99
CCn1c(-c2cc3c([nH]c4ccccc43)c(-c3cccc(O)c3)n2)n[nH]c1=S	47	35	64	9.4*	48	13	61	8.6*
CCn1c(O)c(N=Nc2ccc(S(N)(=O)=O)cc2)c2cc(Br)ccc21	86	91	103	89	92	88	90	87
CCCCSC1=C(Cl)CN(c2ccc(Cl)cc2)C1=O	91	101	104	140	94	99	104	109
Cc1[nH]n(-c2ccccc2)c(=O)c1N=Nc1ccc(S(=O)(=O)N=C(N)N)cc1	71	136	80	123	101	105	82	106
COc1ccc(-c2nsc3c2NC(=O)CC3c2ccc3c(c2)OCCO3)cc1 (configuration not stated)	54	19	44	43	39	28	46	0.6*
CC(=O)OC[C@]12CC[C@@H](C(=O)CBr)[C@@H]1[C@H]1CC[C@@H]3[C@@]4(C)CCCNC(C)(C)[C@@H]4CC[C@@]3(C)[C@]1(C)CC2	-99*[100 µM]	-85*[100 µM]	-38*[100 µM]	-92*[100 µM]	-96*[100 µM]	-74*[100 µM]	-90*[100 µM]	-82*[100 µM]
CCOC(=O)c1cc(N)nc2ccccc12	103	95	109	106	102	102	105	109
Cc1cc(C)c2c(c1)N(C)c1ncnc(N(C)C)c1CC2C (configuration not stated)	92	100	102	104	87	90	103	112
CCCC(=O)NC(c1cccnc1)c1cc(C(C)=O)c2cccnc2c1O (configuration not stated)	14	57	44	39	21	32	14	32
CC1NC(=S)NC(=O)/C1=C/c1cc(=O)oc2c1ccc1ccccc12 (configuration not stated)	74	101	96	123	.	107	96	101
CCCCNC(=O)c1[nH]cc(-c2ccccc2)c1-c1cc(OC)c(OC)c(OC)c1	91	51	97	122	77	102	97	105
CCOC(=O)C1=C(C)N(c2ccc(C(C)=O)cc2)C2(O)C(Cl)=C(Cl)C(O)=C(C#N)C12C#N (configuration not stated)	84	125	99	99	95	106	102	113
CCOc1nc(-c2ccccc2)cc2c(O)c(C(=O)N/N=C/c3ccc(Cl)cc3)[nH]c(=O)c12	114	87	111	118	91	111	103	140
COc1cc(C)c(Br)c(C)c1	96	82	102	119	100	104	104	121
C=C(C)[C@@H]1CC[C@]2(C(=O)OC(=O)[C@]34CC[C@@H](C(=C)C)[C@@H]3[C@H]3CC[C@@H]5[C@@]6(C)CCC(=O)NC(C)(C)[C@@H]6CC[C@@]5(C)[C@]3(C)CC4)CC[C@]3(C)[C@H](CC[C@@H]4[C@@]5(C)CCC(=O)NC(C)(C)[C@@H]5CC[C@]43C)[C@@H]12	86	.	100	105	95	101	103	108
SMILES	UO-31	A498	SN12C	TK-10	CAKI-1	786-0	ACHN	RXF 393
COC(=O)C(C)(C)C1Oc2ccc(F)cc2C(=O)/C1=C\NS(=O)(=O)c1ccc(OC)cc1 (configuration not stated)	85	115	105	97	.	99	106	97
C[N+]1(Cc2ccc([N+](=O)[O-])cc2)CCC(CCCCCCCC2CC[N+](C)(Cc3ccc([N+](=O)[O-])cc3)CC2)CC1 (configuration not stated)	93	61	84	86	99	102	96	119
COc1cc2nc(Cl)nc(Nc3cccc(C4=NN(C(C)=O)C(c5ccc(Cl)cc5)C4)c3)c2cc1OC (configuration not stated)	68	76	85	111	70	88	86	86
Cc1nn(-c2ccc(Br)cc2)c2nc3[nH]c(=O)[nH]c(=O)c3nc12	94	84	109	144	92	100	106	114
CCc1c(C)cc(Cl)c2c1C(=O)N(c1ccccc1)C2C(=O)Nc1ccccc1 (configuration not stated)	84	106	97	101	79	98	100	106
O=C(/C=C/c1ccc2c(c1)OCO2)C1CC1	100	99	98	131	101	104	101	111
CCCC[C@@H]1N=C(c2ccc(Br)cc2)Nc2nc3ccccn3c2C1=O	68	107	100	133	90	101	92	85
CC1=CC(=O)C2=C(C)CC(OC(=O)c3ccccc3)[C@@H]3[C@H](OC(=O)[C@@H]3C)[C@@H]12 (some centres not stated)	83	91	111	102	90	100	105	121
CCCn1cc(/C=N\N=C2\C(=O)Nc3c(C)cc(C)cc32)c2ccccc21	66	94	99	115	93	104	99	99
Nc1nonc1-n1nncc1-c1ccc2c(c1)OCO2	103	87	95	101	84	99	110	98
